PKA-R1A activ – activators of PKA-R1A complex; AID 504707; activation, % at 11.4 µM; P00514+P68181; PKA-R1A dissociation, Cy5-IP20 fluorescence polarization; scaled: DMSO 0%, 113 µM cGMP 100%; 0.083% of 340,000 active;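 active = percent activation above the mean of all tested compounds plus 3 SD, cut at about 19% in these data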;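 also: higher means more PKAc released from R1A so a rise in polarization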
Arr AP2 block – human beta-arrestin and AP2 interaction inhibition. FITC-arrestin peptide / GST-AP2 beads, flow cytometry; AP2 beta2 appendage carries R879A mutation. inhibition, % at 10 µM. 0.31% of 340,000 active. AID 504490;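 active = inhibition above a set limit, near 3 SD of compounds lacking own fluorescence, cut at about 54% in these data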;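 also: plate controls were DMSO wells for no effect and 5 µM unlabelled arrestin peptide for full effect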
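System: GST-tagged AP2 beta2-adaptin appendage (R879A) on 4 µm glutathione beads / Reagent: FITC-arrestin peptide, 50 nM / Detection: HyperCyt-sampled flow cytometry, FL1 channel, ex 488/em 535 nm / Timing: 12 min plus 1 h, RT / Buffer or medium: PBS plus Tween 20 (0.05%) and BSA (0.1%)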
PKA-R2B activ – activators of human PKA-R2B complex. P22694+P31323. AID 504700. activation, % at 11.4 µM. PKA-R2B holoenzyme dissociation, Cy5-IP20 fluorescence polarization; R2B truncated from residue 108, S112A mutant; 0% DMSO only, 100% 113 µM cGMP. 0.079% of 340,000 active;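 active = activation above a cutoff set at the mean over all compounds plus 3 SD, cut at about 18% in these data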;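 also: higher means more holoenzyme dissociation and a rise in polarization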
HTR5A ag – counter-screen for OPRM1-OPRD1 agonists: human HTR5A agonism. P47898. HTR5A agonist assay, luminescence, cell-based. activation, % at 9.3 µM. 0.61% of 340,000 active; in the data active = activation mostly above about 9.5%, no sharp cut-off; inactive = mostly below about 7.6%;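 also: 0% = cells with vehicle only and 100% = reference agonist; strong numbers were not always called active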
DAGLB inhibitor – blocks human DAGLB lipase activity | Q8NCG7 | HEK293T DAGLB membrane lysate, EnzChek fluorogenic substrate | inhibition, % at 5.17 µM | 0.059% of 340,000 active | AID 504411; in the data active = inhibition above about 34%;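 also: 0% = enzyme with vehicle and 100% = wells lacking enzyme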
MOR-DOR inv ag – mu-delta opioid heterodimer inverse agonism. cell-based MOR-DOR heterodimer luminescence. AID 504357. inhibition, % at 9.3 µM. 0.21% of 340,000 active. P35372+P41143; in the data active = inhibition above about 22%, passing the limit was not always enough;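 also: 0% = cells with DMSO and 100% = wells without cells with DMSO; values of inactives mirror those of a sister screen read the other way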
Pemphigus Ab inh – inhibitors of pemphigus antibody binding to human desmoglein-3 | DSG3-coupled beads, scFv-anti-DSG3-GFP binding, flow cytometry; hits give low values | P32926 | 0.48% of 310,000 active | binding (percent of control), % at 10 µM | AID 588358;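 active = binding more than 3 SD below its plate's average and above zero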;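 also: hits lower antibody fragment binding to DSG3; some compounds called inactive have numbers as strong as hits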
Target sequence (P32926 whole entry, looked up, the tested form may be a part): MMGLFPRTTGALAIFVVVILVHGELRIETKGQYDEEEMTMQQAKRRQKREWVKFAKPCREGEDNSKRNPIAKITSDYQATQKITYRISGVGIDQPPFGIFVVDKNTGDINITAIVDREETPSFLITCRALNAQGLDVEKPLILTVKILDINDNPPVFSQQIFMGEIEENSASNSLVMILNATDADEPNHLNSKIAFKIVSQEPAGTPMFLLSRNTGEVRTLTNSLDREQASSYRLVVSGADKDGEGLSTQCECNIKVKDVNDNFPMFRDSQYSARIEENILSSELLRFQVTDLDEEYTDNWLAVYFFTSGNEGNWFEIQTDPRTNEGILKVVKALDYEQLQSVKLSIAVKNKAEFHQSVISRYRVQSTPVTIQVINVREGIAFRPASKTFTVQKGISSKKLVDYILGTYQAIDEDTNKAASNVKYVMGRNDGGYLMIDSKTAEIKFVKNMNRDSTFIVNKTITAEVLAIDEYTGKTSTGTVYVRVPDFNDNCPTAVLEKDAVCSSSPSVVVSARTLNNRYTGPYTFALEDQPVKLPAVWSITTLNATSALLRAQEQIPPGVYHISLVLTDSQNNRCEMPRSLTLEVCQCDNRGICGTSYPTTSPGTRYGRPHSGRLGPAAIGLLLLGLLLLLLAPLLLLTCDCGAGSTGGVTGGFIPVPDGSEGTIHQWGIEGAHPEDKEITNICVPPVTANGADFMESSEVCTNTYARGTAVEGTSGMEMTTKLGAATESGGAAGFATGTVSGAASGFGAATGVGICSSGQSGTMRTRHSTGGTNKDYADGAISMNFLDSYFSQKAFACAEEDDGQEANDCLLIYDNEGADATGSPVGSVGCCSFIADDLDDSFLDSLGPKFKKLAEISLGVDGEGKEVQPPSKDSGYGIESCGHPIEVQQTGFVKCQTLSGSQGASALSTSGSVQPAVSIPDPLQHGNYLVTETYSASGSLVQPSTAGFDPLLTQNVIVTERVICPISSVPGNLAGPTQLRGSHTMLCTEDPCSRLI
OPRM1-OPRD1 ag – agonists of human mu-delta opioid receptor heterodimerization; cells, OPRM1-OPRD1 heterodimerization, luminescence; activation, % at 9.3 µM; 0.3% of 340,000 active; AID 504326; in the data active = activation above about 18%;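 also: 0% = vehicle-treated cells and 100% = reference agonist; values of inactives mirror those of a sister screen read the other way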
HTR5A inv ctr – counter-screen for OPRM1-OPRD1 inverse agonists: human HTR5A inverse agonism. HTR5A cell line, luminescence. inhibition, % at 9.3 µM. AID 504634. 0.083% of 340,000 active; in the data active = inhibition mostly above about 23%, no sharp cut-off; inactive = mostly below about 18%;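 also: 0% = cells with DMSO and 100% = no-cell wells with DMSO; some compounds called inactive have numbers as strong as hits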
V-ATPase pHluor – regulators of yeast V-ATPase proton transport; S. cerevisiae, pHLuorin cytosolic pH fluorescence; response, % at 10 µM; 0.37% of 350,000 active; AID 504577; in the data active = response mostly above about 7.3%, no sharp cut-off; inactive = mostly below about 5.4%; also: actives read high; inactives centre near 0; some compounds called inactive have numbers as strong as hits; reference of the scale not given here
Numbers without * were called inactive; nt = not tested or not shown.

SMILES	PKA-R1A activ	Arr AP2 block	PKA-R2B activ	HTR5A ag	DAGLB inhibitor	MOR-DOR inv ag	Pemphigus Ab inh	OPRM1-OPRD1 ag	HTR5A inv ctr	V-ATPase pHluor
COc1ccc(S(=O)(=O)N2CCCC2C(=O)n2nc(C)cc2C)cc1 (configuration not stated)	4	-2	-16	-1	0	-4	106	0.5	2	1
COc1ccc(-n2nc(C(=O)NCC(=O)N3CCCC(C)C3)c3ccccc3c2=O)cc1 (configuration not stated)	-1	18	-3	2	-1	-4	113	0.5	-6	7
COc1ccc(CN(C(=O)c2ccco2)c2ccc(C)cc2)cc1OC	-5	2	-2	2	1	15	105	-3.0	10	2
COc1cc(OC)cc(C(=O)Nc2ccc(CN3CCCCC3)cc2)c1	-5	1	-1	-1	0	2	100	-0.5	1	2
C/C(=N\NC(=O)Cc1c(Cl)cccc1Cl)c1cccnc1	-1	15	-2	0	2	-1	nt	0.2	-9	2
O=C(O)CCc1nn2c3ccccc3n(CCO)c2nc1=O	1	-4	-13	-3	-1	4	103	-0.5	9	-3
COC(OC)c1ccnc(-c2ccc(OC(=O)c3cccs3)cc2)n1	-3	10	0	5	-5	-9	125	1.8	-20	1
CCOC(=O)C1CCN(Cc2nnc(-c3cccc(Br)c3)o2)CC1	-3	-5	7	-3	1	4	100	-0.8	11	-2
C=CCCC(=O)NC1CC(C)(C)Cc2c1cnn2-c1ccc(OC)cc1 (configuration not stated)	2	23	-2	-2	0	8	96	-1.7	6	2
S=c1sc2ccccc2n1CCc1ccncc1	-7	-9	-4	0	-2	5	111	-0.9	3	3
Cc1c(C(=O)N2CCCCC2CCN2CCCC2=O)oc2c(F)cccc12 (configuration not stated)	10	-10	-5	4	-7	16	112	-5.0	0	-4
COc1ccc(S(=O)(=O)N(C)c2ccc(C(=O)N3CCN(c4ccccc4)CC3)cc2)cc1OC	6	4	-1	2	2	7	nt	-1.4	2	3
CCN(CC)CCCN1C(=O)C(O)=C(C(=O)c2ccco2)C1c1ccc(OC(C)C)cc1 (configuration not stated)	-11	-6	12	4	0	11	105	-2.0	-15	3
CCOc1ccc(NS(=O)(=O)c2cc3c(cc2C)N(C)CCO3)cc1	-5	4	-8	2	-1	-29	93	4.9	12	-2
C=CCOc1ccc(CNc2ccc(NC(=O)CCC)cc2)cc1OCC	3	31	-2	2	-1	-13	94	1.9	21	-3
CCc1ccc(C2=NN(CCC(=O)NC(C)c3ccc4c(c3)OCCO4)C(=O)CC2)cc1 (configuration not stated)	-10	8	-9	4	4	15	95	-2.8	-10	1
CN(C)CCc1cc2c(c3c1ccc1ccccc13)OCO2	1	13	11	8	3	-85	115	17	-30	-3
O=C(Oc1ccc2c(=O)c(Cl)coc2c1)c1cccnc1	-7	7	-11	4	-5	10	100	-1.6	-12	-2
O=C(CSc1nccn1-c1ccc(Cl)cc1)NCc1ccc2c(c1)OCO2	2	4	5	0	-3	8	96	-1.4	0	-4
O=C1C=C(c2ccc(Cl)cc2)OC2(CCCC2)O1	-4	-5	-9	3	-3	-1	114	0.2	-27	-4
O=C(Cn1cncn1)N/N=C/c1c2ccccc2cc2ccccc12	9	8	3	5	0	4	96	-0.7	-16	1
COC(=O)c1ccc(C2/C(=C(\O)c3cccc(OC)c3)C(=O)C(=O)N2CCCN2CCOCC2)cc1 (configuration not stated)	0	17	-6	-1	0	-6	82	1.2	4	11
COc1ccc(C(=O)N/N=C(/C)c2ccc(N3CCCCC3)cc2)cc1	4	5	-12	3	1	0	99	0.1	-13	-3
O=C(NCCN1CCCCC1)Nc1ccc(Br)cc1	3	-12	-1	4	-1	15	116	-2.9	-14	2
CCOC(=O)c1[nH]c2ccc(Br)cc2c1NC(=O)CCN1CCN(C(=O)OCC)CC1	-8	3	2	0	-3	3	nt	-0.5	-3	0
CCn1cc(S(=O)(=O)c2ccc(C)cc2)[nH]c1=O	-6	39	-2	-3	-2	3	93	-0.5	7	20
O=C(Nc1ccc(N2CCN(C(=O)c3ccco3)CC2)cc1)c1ccccc1Br	7	50	-5	0	1	11	101	-2.0	8	-6
COc1ccc(Cc2nnc(Nc3c(C)cccc3C)o2)cc1OC	3	32	-17	3	-1	13	108	-2.6	-7	-2
COc1ccc(C(=O)N/N=C/c2ccc3cccc(OCc4ccccc4)c3n2)cc1	-6	27	0	9	-2	1	105	-0.2	-7	-4
CCC(=O)NC(Nc1sc2c(c1C(=O)OC)CCC2)C(Cl)(Cl)Cl (configuration not stated)	-3	0	5	-2	-2	-30	119	5.7	-1	10
Cc1cc(=O)oc2cc(OCC(=O)OCc3nnc(-c4ccccc4)o3)ccc12	-1	14	-11	1	-1	9	99	-1.5	-18	1
CCOC(=O)c1c(-c2ccccc2)oc2ccc(OCC(=O)NNC(=O)CCCC(=O)O)cc12	3	14	2	-1	2	20	116	-4.3	5	2
Cc1cccc(N2CCN(C(=O)COc3cccc4c3OC(C)(C)C4)CC2)c1C	-13	2	-6	0	-14	-22	101	4.3	-1	-3
COc1ccc(NC(=O)COc2cccc(C(F)(F)F)c2)cn1	1	7	-3	-1	0	-3	105	0.6	9	0
Cc1nn(-c2ccccc2)c(C)c1/C=N/NC(=O)c1ccccc1O	-4	0	-9	5	-3	15	113	-3.2	-20	-6
O=[N+]([O-])c1cc(-c2ccc(C(=S)N3CCOCC3)o2)ccc1Cl	-6	-8	-10	0	2	-17	96	3.0	1	3
COc1ccc(N2CCN(Cc3nc4c(c(=O)[nH]c(=O)n4C)n3CCCc3ccccc3)CC2)cc1	1	4	-9	-4	4	13	95	-2.4	13	-5
CN(C)S(=O)(=O)c1cccc(C(=O)OCC(=O)Nc2sccc2C(N)=O)c1	2	-10	0	6	1	3	99	-0.6	-5	-2
COc1ccc(C2CC(O)(c3ccccc3)Oc3cc(OC)cc(OC)c32)cc1 (configuration not stated)	-10	-6	-10	4	-8	-48	113	8.3	-10	3
CCCN1CCN(CCCNC(=O)c2ccc(CS(=O)c3ccc(OC)cc3)o2)CC1 (configuration not stated)	6	-14	-1	2	0	17	104	-3.2	6	0

Four compounds out of the list, sorted by molecular weight, rising.
SMILES	PKA-R1A activ	Arr AP2 block	PKA-R2B activ	HTR5A ag	DAGLB inhibitor	MOR-DOR inv ag	Pemphigus Ab inh	OPRM1-OPRD1 ag	HTR5A inv ctr	V-ATPase pHluor
O=C1C=C(c2ccc(Cl)cc2)OC2(CCCC2)O1	-4	-5	-9	3	-3	-1	114	0.2	-27	-4
O=C(NCCN1CCCCC1)Nc1ccc(Br)cc1	3	-12	-1	4	-1	15	116	-2.9	-14	2
C=CCOc1ccc(CNc2ccc(NC(=O)CCC)cc2)cc1OCC	3	31	-2	2	-1	-13	94	1.9	21	-3
O=C(CSc1nccn1-c1ccc(Cl)cc1)NCc1ccc2c(c1)OCO2	2	4	5	0	-3	8	96	-1.4	0	-4

Next entries
SMILES	PKA-R1A activ	Arr AP2 block	PKA-R2B activ	HTR5A ag	DAGLB inhibitor	MOR-DOR inv ag	Pemphigus Ab inh	OPRM1-OPRD1 ag	HTR5A inv ctr	V-ATPase pHluor
CC(c1ccccc1)n1cc(C(=O)NCCCn2ccnc2)nn1 (configuration not stated)	6	-3	-1	-2	-2	5	98	-0.8	-11	-3
CCOc1ccc(NC(=O)/C(C#N)=C/c2ccc(N3CCCC3)c(C)c2)cc1	-5	25	2	3	-4	-39	153	7.2	-20	-1
CS(=O)(=O)N(CCC#N)Cc1ccc(C=O)o1	2	8	4	4	-4	18	108	-3.7	4	1
C/C(=N\OCC(=O)OCC(=O)N(C)c1ccccc1)c1ccc2c(c1)OCO2	7	3	1	-7	2	7	97	-1.7	17	-1
CC(=O)N1CCOc2ccc(S(=O)(=O)NC[C@H]3O[C@@H](n4ccc(=O)[nH]c4=O)[C@H](O)[C@@H]3O)cc21	1	2	1	3	-3	18	96	-3.8	-11	-1
COc1ccc(NS(=O)(=O)c2cccc(NC(=O)C3=NN(c4ccccc4)C(=O)CC3)c2)cc1	9	1	0	2	4	3	nt	-0.5	-8	-30
COc1ccc2c(c1)c1nc3ccccc3nc1n2Cc1ccc(OC(C)C)c(OC)c1	2	-8	-3	-1	-3	-1	103	0.2	-2	-2
COc1ccc([C@H]2[C@H](C(=O)C(C)(C)C)N3N=Cc4ccccc4C3[C@]23N=C(c2ccccc2)OC3=O)cc1 (some centres not stated)	8	6	-7	7	-2	-16	nt	3.2	-22	2
CCOc1cc(C2/C(=C(/O)c3ccc(OC(C)C)cc3)C(=O)C(=O)N2CCCOC)ccc1O (configuration not stated)	-7	-56	2	2	1	9	94	-1.8	-5	-1
COC(=O)C1=C(O)/C(=C\c2ccc(OCC(=O)Nc3ccccc3OC)cc2)N=C1C	3	-6	-10	4	1	11	83	-2.3	5	-5
CCN(CCNC(=O)C1CCCN(Cc2nc(-c3ccc(OC)cc3)oc2C)C1)c1ccccc1 (configuration not stated)	7	-2	-4	5	2	-32	104	6.4	-10	-1
CCc1ccccc1N(CC(=O)Nc1cccnc1)S(=O)(=O)c1ccccc1	8	-4	7	2	1	5	nt	-1.0	-10	-2
CC(=O)c1cccc(NC(=O)N2C3CCC2CC(NC(=O)C2CC2)C3)c1 (configuration not stated)	9	10	-2	0	-3	1	89	-0.2	-1	1
CCOC(=O)C1=CC[C@@H](c2cccc(C)c2)N(S(=O)(=O)c2ccc(C)cc2)[C@H]1C(=O)OCC	-6	7	-9	-1	-11	9	106	-1.5	2	-2
O=C(CCSc1nc2ccccc2s1)N/N=C/c1c(O)ccc2ccccc12	10	9	-9	-2	14	-29	94	4.0	5	0
Cc1cc(C)c(OCC(=O)N(Cc2ccc(N(C)C)cc2)C2CCS(=O)(=O)C2)c(C)c1 (configuration not stated)	-6	-17	-12	1	2	3	nt	-0.6	14	1
COc1ccc(CNC(=O)CSc2n[nH]c(C)c2[N+](=O)[O-])cc1	-8	-2	5	2	2	-1	133	0.1	16	-2
COc1cccc(-c2nc(CS(=O)(=O)CC(=O)NCCCOC(C)C)c(C)o2)c1	-7	-5	-2	1	0	5	106	-1.0	-4	1
O=C(O)C1CCCN1S(=O)(=O)c1ccc(F)cc1 (configuration not stated)	1	16	0	2	-5	3	112	-0.8	-8	3
O=C(CCN1C(=O)[C@@H]2Cc3ccccc3CN2C1=O)N[C@H](Cc1ccccc1)C(=O)O	9	24	-2	-3	-3	8	101	-1.6	-13	2
CC1CCCN(C(=O)c2ccc(COc3ccccc3Br)cc2)C1 (configuration not stated)	-8	-5	-3	1	-4	-23	102	4.0	-2	-1
CCOC(=O)c1nn(C)c(C)c1Cl	0	1	6	7	-3	13	96	-2.5	10	0
O=C(CCn1c(=O)oc2ccccc21)Nc1ccc(C(=O)O)cc1	5	-9	-1	-2	-1	4	128	-0.4	5	0

Screens as filed in PubChem BioAssay.
